Screens: PubChem, The Scripps Research Institute Molecular Screening Center
sPLA2-III inh: Blocks human group III sPLA2 activity. QFRET BODIPY PC-A2 liposome hydrolysis, fluorescence. inhibition, % at 12.2 µM. 370,000 compounds, 0.56% hits;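 active = inhibition above mean plus 3 SD of compounds lying within the high and low control bounds, cut at about 19% in these data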;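 note: 0% = median of test compound wells and 100% = no enzyme DMSO wells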
ssDAF-12 act: activators of S. stercoralis DAF-12 nuclear receptor. 370,000 compounds, 1% hits. activation, % at 6.8 µM. HEK293 ssDAF-12/GRIP1 lit1-tk-luc reporter, luminescence; % of 3 µM dafachronic acid response;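 active = activation above the mean over all tested compounds plus 3 SD, cut at about 0.9% in these data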;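 note: 0% = DMSO-only wells and 100% = 3 µM delta7-dafachronic acid wells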
GAA850 FXN act: activators of GAA850 frataxin (FXN) promoter; HEK293 lucGAA850 FXN promoter luciferase reporter, 24 h; percent of 10 µM SAHA response; activation, % at 6 µM; 360,000 compounds, 0.56% hits;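 active = activation above the average of all compounds screened plus 3 SD, cutoff fixed separately per campaign, cut at about 7.5% in these data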;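 note: 0% = DMSO wells and 100% = 10 µM SAHA wells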
PLCg1 inh: inhibitors of human phospholipase C gamma1 | purified PLC-gamma1, fluorogenic substrate, fluorescence | 370,000 compounds, 0.84% hits | inhibition, % at 12.2 µM | P19174 | AID 720700; in the data active = inhibition above about 9.5%
DAX1 inh-1: DAX1 (NR0B1) inhibition, primary screen; HEK293T StAR-luciferase reporter, SF-1/DAX-1 repression relief; inhibition, % at 6.8 µM; 370,000 compounds, 1.1% hits; AID 652010;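 active = inhibition above the mean over all tested compounds plus 3 SD, cut at about 3.6% in these data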;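 note: 0% = DAX-1 cells with DMSO and 100% = cells lacking DAX-1 with DMSO; higher inhibition means more luminescence from relief of DAX-1 repression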
hgDAF-12 ag: activates the H. glycines DAF-12 receptor ligand-binding domain; HEK293 GAL4-hgDAF12 UAS-luciferase reporter, agonist luminescence; normalized to butyrate control; activation, % at 6.8 µM; 370,000 compounds, 1.8% hits; AID 687014;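 active = activation above a cutoff set at the mean of all screened compounds plus 3 SD, cut at about 10% in these data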;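 note: 0% = DMSO wells and 100% = sodium butyrate wells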
hcDAF12 agonist: activators of H. contortus DAF-12 nuclear receptor. HEK293 hcDAF-12 lit1-tk-luc reporter, luminescence; 0% DMSO, 100% Δ7-dafachronic acid. activation, % at 6.8 µM. 370,000 compounds, 1.4% hits;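 active = activation above the mean of all tested compounds plus 3 SD, cut at about 5.5% in these data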;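 note: 100% = response to 3 µM Δ7-dafachronic acid high control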
DAX1 inh-2: NR0B1 (DAX1) inhibition | P51843 | HEK293 Gal4-DAX1 luciferase reporter, luminescence | inhibition, % at 6.75 µM | 340,000 compounds, 0.99% hits | AID 504766;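 active = inhibition above the mean over all tested compounds plus 3 SD, cut at about 4.2% in these data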;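 note: 0% = DAX1-transfected cells with DMSO and 100% = empty-vector control cells with DMSO; inhibition shows as a rise in luminescence from relieved DAX1 repression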
Target sequence (P51843 207-470 limits assumed): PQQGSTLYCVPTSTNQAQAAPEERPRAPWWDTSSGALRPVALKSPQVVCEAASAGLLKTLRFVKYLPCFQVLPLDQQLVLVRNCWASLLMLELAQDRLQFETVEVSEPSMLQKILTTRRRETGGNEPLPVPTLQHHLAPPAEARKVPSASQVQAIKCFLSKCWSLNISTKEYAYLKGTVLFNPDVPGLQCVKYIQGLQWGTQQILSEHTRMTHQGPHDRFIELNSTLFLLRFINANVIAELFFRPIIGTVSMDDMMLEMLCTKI
ADAM10 inh: ADAM10 inhibition, QFRET primary screen | O14672 | recombinant ADAM10, EDANS/DABCYL FRET peptide cleavage, 3 h | inhibition, % at 7 µM | 370,000 compounds, 0.62% hits;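 active = inhibition above a per-campaign cutoff equal to the mean of compounds falling between control-based bounds plus 3 SD, cut at about 20% in these data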;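 note: 0% = DMSO wells while the 100% control is not disclosed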
Target sequence (O14672 214-748 limits assumed): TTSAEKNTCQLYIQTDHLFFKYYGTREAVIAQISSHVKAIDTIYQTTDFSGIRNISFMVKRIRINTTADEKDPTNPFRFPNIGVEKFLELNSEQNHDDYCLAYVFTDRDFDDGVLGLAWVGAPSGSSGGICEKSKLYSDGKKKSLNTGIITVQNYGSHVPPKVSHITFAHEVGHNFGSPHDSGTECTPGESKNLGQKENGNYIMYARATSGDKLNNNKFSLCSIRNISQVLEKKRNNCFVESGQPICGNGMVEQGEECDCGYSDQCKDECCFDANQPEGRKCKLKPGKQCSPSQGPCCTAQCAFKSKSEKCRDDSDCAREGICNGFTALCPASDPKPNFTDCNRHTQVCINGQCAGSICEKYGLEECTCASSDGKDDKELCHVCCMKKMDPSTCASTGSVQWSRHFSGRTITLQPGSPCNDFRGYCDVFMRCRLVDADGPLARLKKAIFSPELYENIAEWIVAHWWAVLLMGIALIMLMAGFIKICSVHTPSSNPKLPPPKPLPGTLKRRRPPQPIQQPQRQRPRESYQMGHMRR
ADAM17 inh: ADAM17 inhibition, QFRET primary screen; P78536; recombinant ADAM17, EDANS/DABCYL FRET peptide cleavage; inhibition, % at 6.95 µM; 370,000 compounds, 0.83% hits;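 active = inhibition above the mean of compounds lying between control limits plus 3 SD, set per campaign, cut at about 8.5% in these data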;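 note: 0% = DMSO-only wells as the low control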
PLC-beta3 inh: blocks human PLC-beta3 enzyme activity. Q01970. Purified PLC-beta3, fluorogenic substrate, fluorescence. inhibition, % at 12.2 µM. 370,000 compounds, 0.18% hits; in the data active = inhibition above about 11%;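 note: 0% = median of compound wells on plate and 100% = full blocker control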
Starred values were filed as active, the others as inactive; i = inactive; x = not tested or not shown. Not a hit list. About 6.9% of those tested had a hit in this group.

1	Cc1ccc(NC(=O)c2cnc(SCC(=O)NCC3CCCO3)n(C)c2=O)cc1C (stereo unspecified)
2	CC(C(=O)NCCN1CCOCC1)c1ccc([N+](=O)[O-])cc1 (stereo unspecified)
3	COc1cc(NC(=O)c2cccs2)c(OC)cc1NC(=O)CCC(=O)Nc1ccc2ncccc2c1
4	CC(OC(=O)/C=C/c1ccco1)C(=O)NC1CCCCC1C (stereo unspecified)
5	COc1cnc(-c2ccccc2)c(-c2ccccc2)n1
6	CCCSc1ccc([C@H]2N[C@@](Cc3ccccc3)(C(=O)OC)[C@H]3C(=O)N(CC)C(=O)[C@@H]23)cc1
7	O=C(CSc1nnc2ccccn12)N1CCc2ccccc2C1
8	CC1=NC(C#N)=C(C#N)NC(C)(C)C1
Compound | 1 | 2 | 3 | 4 | 5 | 6 | 7 | 8
sPLA2-III inh | 5.4 | 4.3 | -9.1 | 6.4 | 7.1 | -2.4 | 6.4 | -1.0
ssDAF-12 act | -1.1 | -1.0 | -0.8 | -1.3 | 0.1 | -1.2 | -0.2 | -1.5
GAA850 FXN act | 1.4 | 2.3 | 2.5 | -1.5 | 0.1 | -0.6 | -0.4 | 1.1
PLCg1 inh | -2.3 | 1.1 | -3.2 | 2.5 | 0.0 | 0.0 | -1.6 | 0.4
DAX1 inh-1 | -2.0 | 0.8 | -1.9 | 0.8 | -0.2 | 0.0 | 1.2 | 0.6
hgDAF-12 ag | 0.3 | -2.4 | -4.2 | 2.4 | 1.8 | -1.0 | 3.5 | 0.1
hcDAF12 agonist | -1.1 | -1.7 | 2.0 | -0.1 | -1.1 | -0.9 | 0.8 | 0.5
DAX1 inh-2 | 0.4 | -1.4 | -3.7 | 0.0 | 2.0 | 1.2 | 1.2 | 0.2
ADAM10 inh | -6.6 | 4.1 | -21.9 | -2.8 | -6.7 | 2.9 | -6.2 | -8.4
ADAM17 inh | -7.3 | -1.2 | -8.2 | 3.8 | -4.0 | 0.6 | -5.1 | -4.4
PLC-beta3 inh | -14.7 | 2.8 | -7.4 | 1.6 | -8.1 | 2.1 | -2.9 | -6.3

9	Cc1cc2c(cc1C)CSC(c1ccccc1OC(=O)C(C)(C)C)SC2
10	OC(CNCC1CCCO1)Cn1c2ccc(Br)cc2c2cc(Br)ccc21 (stereo unspecified)
11	CN(C)C(=O)C#Cc1ccccc1
12	COc1cccc(C(=O)Oc2ccc(/C=N/NC(=O)c3ccncc3)cc2OC)c1
13	Cc1ccc(C(=O)NCC(=O)NCC(=O)OCC(=O)c2ccc([N+](=O)[O-])cc2)cc1
14	Nc1ccc(C2CCCc3nonc32)c2nonc12 (stereo unspecified)
15	CC1CC(C)CN(S(=O)(=O)c2cccc(C(=O)OCCN3CCCC3=O)c2)C1 (stereo unspecified)
16	CN(C(=O)CCc1nc2ccccc2c(=O)[nH]1)C1CCS(=O)(=O)C1 (stereo unspecified)
Compound | 9 | 10 | 11 | 12 | 13 | 14 | 15 | 16
sPLA2-III inh | -5.1 | -2.0 | 5.8 | -0.1 | -1.6 | -4.0 | 4.6 | 1.0
ssDAF-12 act | -0.5 | 0.3 | -1.5 | -1.1 | -1.7 | -1.5 | -1.4 | -0.7
GAA850 FXN act | 3.5 | -0.6 | 2.0 | -1.1 | -3.5 | 2.6 | -0.3 | 1.5
PLCg1 inh | 3.1 | 10.0* | -2.6 | -0.4 | 1.6 | -15.1 | -4.9 | -4.6
DAX1 inh-1 | -0.1 | -0.1 | -0.3 | 0.1 | -0.6 | -0.6 | 0.7 | 2.2
hgDAF-12 ag | 0.4 | -2.3 | 1.2 | 3.0 | -2.2 | -2.8 | 0.5 | -0.4
hcDAF12 agonist | 0.5 | -1.0 | 0.0 | -0.6 | -1.6 | -1.1 | -0.7 | 4.6
DAX1 inh-2 | 0.0 | -1.1 | -0.5 | -0.8 | -1.9 | -0.1 | 0.1 | 1.6
ADAM10 inh | 3.2 | 13.7 | 1.5 | -6.2 | 2.5 | -10.7 | -1.7 | -3.3
ADAM17 inh | -1.1 | 1.1 | -3.2 | -5.0 | 2.2 | 0.2 | -0.8 | -3.0
PLC-beta3 inh | -1.7 | 1.9 | -10.3 | -6.5 | 8.8 | -8.8 | -0.8 | -1.2

17	CCOc1ccc(NC(=O)CN(C)CC(=O)Nc2cc(Cl)ccc2C#N)cc1OCC
18	CCC(=O)Nc1nnc(-c2ccncc2)s1
19	Cc1ccc(S(=O)(=O)N2CCCCC2C(=O)N(C)c2ccccc2)cc1 (stereo unspecified)
20	O=C(CCNC(=O)c1ccccc1Cl)NCC(c1ccco1)N1CCCC1 (stereo unspecified)
21	Cc1nc(SCC(=O)N(C)Cc2ccco2)c2c(C)c(C)sc2n1
22	Cc1ccc(S(=O)(=O)Cc2nnnn2-c2ccccc2)cc1
23	CSc1ccc(C=Nn2c(-c3cc(C)[nH]n3)n[nH]c2=S)cc1
24	Cc1cccc2sc(N(CCCN(C)C)C(=O)CCc3ccccc3)nc12
Compound | 17 | 18 | 19 | 20 | 21 | 22 | 23 | 24
sPLA2-III inh | -19.4 | -0.6 | 3.2 | 7.3 | 2.0 | -20.2 | 5.6 | -5.5
ssDAF-12 act | -0.2 | -1.1 | -0.3 | -0.1 | -1.1 | -0.1 | -1.1 | -1.0
GAA850 FXN act | 0.7 | -3.5 | -0.2 | 1.8 | 3.7 | -1.7 | x | -2.4
PLCg1 inh | 1.1 | -13.6 | 3.3 | -5.7 | -2.9 | 1.9 | -5.1 | 3.9
DAX1 inh-1 | -0.7 | -0.5 | -0.9 | 0.0 | -1.1 | 0.0 | -1.3 | 0.0
hgDAF-12 ag | -0.2 | 1.3 | -1.6 | 0.7 | -2.7 | 1.6 | -0.8 | 0.0
hcDAF12 agonist | 0.9 | -0.3 | -0.6 | 0.4 | -1.9 | -1.2 | -1.2 | -1.9
DAX1 inh-2 | 1.2 | 0.9 | 0.2 | 2.0 | -0.6 | 1.2 | x | 1.4
ADAM10 inh | 11.9 | -124.9 | -4.0 | -16.7 | -3.0 | 0.3 | -3.6 | 6.8
ADAM17 inh | 9.0* | -39.2 | -2.8 | -2.8 | -7.4 | 3.4 | -4.6 | -3.6
PLC-beta3 inh | -0.9 | -17.2 | 2.4 | -14.4 | -3.1 | -2.4 | -2.0 | 0.5

25	O=C(O)CSCC(=O)N(Cc1ccccc1)c1nc(-c2ccccc2)c(-c2ccccc2)s1
26	O=C(COC(=O)c1ccc(F)c(S(=O)(=O)N2CCOCC2)c1)NCc1ccc2c(c1)OCO2
27	Cc1ccc(CNC(=O)CSc2c3c(nc4cc(Cl)ccc24)CCCC3)o1
28	CCc1nc2ccc(C(=O)N(C)CC(=O)Nc3cccc(F)c3)cc2nc1CC
29	COc1ccc(/C(N)=N/OC(=O)c2ccc3ccccc3c2)cc1OC
30	Cc1ccc2nc3[nH]c(=O)[nH]c(=O)c3c(N)c2c1
31	Nn1c(SCc2c(F)cccc2F)nnc1-c1ccccn1
32	C=CCc1c(C)nc2cc(-c3ccc(C)cc3)[nH]n2c1=O
Compound | 25 | 26 | 27 | 28 | 29 | 30 | 31 | 32
sPLA2-III inh | -30.6 | -15.5 | 4.2 | -0.7 | 4.6 | 3.3 | 4.2 | -8.1
ssDAF-12 act | -0.8 | -1.3 | -0.4 | -1.4 | -1.2 | -0.9 | -1.0 | 1.0*
GAA850 FXN act | 0.2 | -0.7 | 0.7 | 1.9 | -0.6 | 3.0 | 3.1 | 6.2
PLCg1 inh | -5.0 | 0.8 | -24.1 | 2.0 | -1.8 | -115.1 | -1.6 | -7.7
DAX1 inh-1 | -0.1 | 2.0 | 0.0 | -0.5 | 1.6 | -1.5 | 1.7 | 1.6
hgDAF-12 ag | 0.1 | 0.5 | -2.7 | -0.8 | 0.2 | -0.4 | 5.5 | 13.8*
hcDAF12 agonist | -1.0 | -1.1 | -1.1 | -1.6 | -0.5 | -3.0 | 3.7 | 6.3*
DAX1 inh-2 | -0.4 | 0.3 | 0.2 | -0.9 | 0.9 | 0.2 | 24.5* | 3.6
ADAM10 inh | 14.8 | -0.5 | -21.3 | -6.3 | -11.5 | i | 2.0 | -51.3
ADAM17 inh | 4.8 | 8.3 | -5.8 | -5.2 | -2.0 | -292.2 | -8.3 | -20.8
PLC-beta3 inh | -28.3 | -5.6 | -39.9 | -8.0 | 0.0 | -151.4 | 1.4 | -16.0

33	Cc1ccc(-c2cn(CCN)c(-c3ccc(Cl)nc3)n2)cc1
34	CC(=O)Nc1cccc(NC(C)=O)n1
35	Brc1ccc(CSc2ncnc3nc[nH]c23)cc1
36	CC(C)(C)c1ccc(C(=O)c2c[nH]c(C(=O)NCc3cccnc3)c2)cc1
37	N#CC1=C(N)OC2=C(CCc3ccccc32)C1c1ccccc1 (stereo unspecified)
Compound | 33 | 34 | 35 | 36 | 37
sPLA2-III inh | 2.3 | 1.1 | -20.5 | -12.0 | 5.9
ssDAF-12 act | -1.3 | -1.5 | -1.9 | -1.7 | -1.3
GAA850 FXN act | 1.9 | 1.2 | 4.9 | -0.9 | 0.4
PLCg1 inh | -19.5 | 0.5 | 1.1 | -1.1 | -55.8
DAX1 inh-1 | -0.6 | -1.1 | 0.9 | -4.3 | 0.0
hgDAF-12 ag | 0.4 | 0.6 | -1.5 | -2.4 | 7.0
hcDAF12 agonist | -1.1 | 0.3 | -4.0 | -2.0 | 0.9
DAX1 inh-2 | 1.2 | -0.8 | 0.0 | -4.3 | -0.5
ADAM10 inh | -6.0 | 0.2 | -10.6 | 7.5 | -257.0
ADAM17 inh | -5.0 | -4.5 | 0.2 | 1.1 | -63.9
PLC-beta3 inh | -28.9 | -1.8 | -0.1 | -30.1 | -65.9

Entries listed so far with an NH in an aromatic ring, in the order listed:
16	CN(C(=O)CCc1nc2ccccc2c(=O)[nH]1)C1CCS(=O)(=O)C1 (stereo unspecified)
23	CSc1ccc(C=Nn2c(-c3cc(C)[nH]n3)n[nH]c2=S)cc1
30	Cc1ccc2nc3[nH]c(=O)[nH]c(=O)c3c(N)c2c1
32	C=CCc1c(C)nc2cc(-c3ccc(C)cc3)[nH]n2c1=O
35	Brc1ccc(CSc2ncnc3nc[nH]c23)cc1
36	CC(C)(C)c1ccc(C(=O)c2c[nH]c(C(=O)NCc3cccnc3)c2)cc1
Compound | 16 | 23 | 30 | 32 | 35 | 36
sPLA2-III inh | 1.0 | 5.6 | 3.3 | -8.1 | -20.5 | -12.0
ssDAF-12 act | -0.7 | -1.1 | -0.9 | 1.0* | -1.9 | -1.7
GAA850 FXN act | 1.5 | x | 3.0 | 6.2 | 4.9 | -0.9
PLCg1 inh | -4.6 | -5.1 | -115.1 | -7.7 | 1.1 | -1.1
DAX1 inh-1 | 2.2 | -1.3 | -1.5 | 1.6 | 0.9 | -4.3
hgDAF-12 ag | -0.4 | -0.8 | -0.4 | 13.8* | -1.5 | -2.4
hcDAF12 agonist | 4.6 | -1.2 | -3.0 | 6.3* | -4.0 | -2.0
DAX1 inh-2 | 1.6 | x | 0.2 | 3.6 | 0.0 | -4.3
ADAM10 inh | -3.3 | -3.6 | i | -51.3 | -10.6 | 7.5
ADAM17 inh | -3.0 | -4.6 | -292.2 | -20.8 | 0.2 | 1.1
PLC-beta3 inh | -1.2 | -2.0 | -151.4 | -16.0 | -0.1 | -30.1
